# CHX counter: affects cycloheximide protein synthesis inhibition readout, counter-screen | cell reporter, cycloheximide protein synthesis inhibition counterscreen | max response, % | 300,000 tested, 12% active; in the data active means max response mostly above about 13%, no sharp cut-off; inactive means mostly below about 14%; further: read at 38.3 µM for the half of the compounds with a filed dose; 0% is about no effect
# LmPK inhibitor: LmPK (Leishmania mexicana) enzyme inhibition. Q27686. purified LmPK, Kinase-Glo ATP luminescence, 1 h. Potency, µM (highest dose often 57.5 µM), inactives show at the top dose activity change, negative = inhibition, usual class: inhibitors. 290,000 tested, 0.37% active. AID 1721; further: potency means the concentration at half of the fitted maximal effect; on the % scale 0 is the no-effect control and ±100 the full control effect
# Target sequence (Q27686 whole entry, looked up): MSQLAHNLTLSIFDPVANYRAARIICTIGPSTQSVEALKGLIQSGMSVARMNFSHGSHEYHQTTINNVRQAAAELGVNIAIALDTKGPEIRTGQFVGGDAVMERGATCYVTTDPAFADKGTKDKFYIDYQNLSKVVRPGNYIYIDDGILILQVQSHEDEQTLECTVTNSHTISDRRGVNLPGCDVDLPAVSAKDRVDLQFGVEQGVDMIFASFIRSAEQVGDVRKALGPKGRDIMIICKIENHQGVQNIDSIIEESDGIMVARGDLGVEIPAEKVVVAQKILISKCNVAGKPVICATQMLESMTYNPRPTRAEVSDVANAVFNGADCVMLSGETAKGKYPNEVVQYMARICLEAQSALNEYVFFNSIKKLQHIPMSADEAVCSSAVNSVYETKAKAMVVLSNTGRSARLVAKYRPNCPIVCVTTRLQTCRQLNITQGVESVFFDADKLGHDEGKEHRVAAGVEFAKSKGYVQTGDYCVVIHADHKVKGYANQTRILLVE
#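 Purified LmPK (0.1 nM) with 0.5 mM PEP and 0.1 mM ADP in imidazole buffer pH 7.2 with MgCl2/KCl, 1 h at room temperature. ATP formed was read by luciferase luminescence and normalized to no-enzyme and uninhibited controls.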
# Pf growth 96h: P. falciparum growth inhibition at 96 hour, primary screen for plastid delayed-death inhibitors | AID 504834 | Potency, µM (top dose mostly 28.7 µM), for inactives: top-dose activity change, negative = inhibition, actives largely listed as inhibitors | 320,000 tested, 6.9% active | P. falciparum luciferase reporter growth, 96 h; further: potency means the concentration at half of the fitted maximal effect; on the % scale 0 is the no-effect control and ±100 the full control effect
#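 P. falciparum expressing integrated firefly luciferase grown in erythrocytes (2% hematocrit, 0.05% parasitemia final) with compounds for 96 hours at 37 C, 5% CO2. Growth inhibition read as loss of luminescence after adding luciferase detection reagent.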
# TbPYK inhibitor: inhibitors of Trypanosoma brucei pyruvate kinase | TbPYK enzyme, Kinase-Glo Plus ATP luminescence, 45 min | Potency, µM (titrated, usually from 76.8 µM), inactives show top-dose activity, negative = inhibition, actives largely listed as inhibitors | 410,000 tested, 0.12% active | AID 624173; further: potency means the concentration at half of the fitted maximal effect; on the % scale 0 is the no-effect control and ±100 the full control effect; nearly all actives have a fitted effect of over 50% in size
#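 Assay buffer: 50 mM TEA pH 7.2, 100 mM KCl, 10 mM MgCl2, 0.05% BSA, 0.01% Tween-20. Pyruvate kinase from T. brucei plus substrate met compound, then ADP (130 uM final). Luminescence was read post 45 min RT.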
# Pf growth 48h: inhibits P. falciparum growth in the first generation, 48 h | 310,000 tested, 5.9% active | Potency, µM (titrated, usually from 28.7 µM), for the others: at the highest dose activity change, negative = inhibition, hits mostly inhibitors | AID 504832 | P. falciparum luciferase growth in erythrocytes, 48 h; further: potency means the concentration at half of the fitted maximal effect; on the % scale 0 is the no-effect control and ±100 the full control effect
#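 Luciferase-expressing P. falciparum in infected erythrocytes (2% hematocrit, 0.1% parasitemia final) in RPMI 1640/0.5% Albumax were exposed to compound for 48 hours at 37 C, 5% CO2; growth read as luminescence.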
# HCV inh: HCV inhibition; Potency, µM (doses to about 41.8 µM), for inactives: top-dose activity change, negative = inhibition, actives largely listed as inhibitors; AID 651820; Huh7.5.1 HCVcc-Cre infection, luciferase reporter, 44 h; 340,000 tested, 3.4% active; further: potency means the concentration at half of the fitted maximal effect; on the % scale 0 is the no-effect control and ±100 the full control effect
#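 HCVcc-Cre virus at an moi near 0.5 was added right after compound to cells cultured 4 h from seeding (1,000 cells/well). Luciferase activity was determined 44 h later, 15 min after substrate addition at RT.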
# Shiga toxin inh: inhibitors of Shiga toxin in Vero cells; 290,000 tested, 9.2% active; inhibition, % at 38.7 µM; Vero cells, Shiga toxin protein synthesis inhibition reporter; in the data active means inhibition mostly above about 28%, no sharp cut-off; inactive means mostly below about 43%; further: 0% is about no effect
# * hit, by the source's call; u = inconclusive; x = no result given; & = joins results of further samples; [ ] = dose if it differs, or a comment. Unless noted, the call rests on the fitted dose curve; in most records, active means well fitted curve in the direction sought with a large enough effect; inconclusive means small, poorly fitted or top-dose-only effect, or another doubt; inactive means no such curve, though single readings can be large; an effect the other way counts as inactive or inconclusive. The order is random (roughly 24% active in at least one column).
SMILES,CHX counter,LmPK inhibitor,Pf growth 96h,TbPYK inhibitor,Pf growth 48h,HCV inh,Shiga toxin inh
COc1cc(/C=N/NC(=O)Nc2ccccc2)ccc1OCCOc1ccccc1C,-2,3%,-12%,-8%,-11%,-21%,-4
O=C(NC(=S)Nc1ccc(Cl)c(C(=O)O)c1)c1cncc(Br)c1,1,0%,12%,-10%,36%[activator],14%,15
COc1ccc(CNC(=O)CCNS(=O)(=O)c2ccc(Cl)cc2)cc1,-4,-6%,u,-15%,2%,-6%,-7
CN(Cc1ccccc1)C(=O)COC(=O)c1ccc(-n2cnnn2)cc1,x,x,24%,0%,u,10%,x
C/C=C/c1ccc(OCCCNC)c(OC)c1,15,-6%,x,-1%,18%,u,51
CN1CCc2c(sc3c2C(=O)NC(c2ccc4c(c2)OCO4)N3)C1 (configuration not stated),15,-2%,-3%,-1%,5%,-10%,29*
CCN(Cc1ccccc1)S(=O)(=O)c1ccc(C(=O)Nc2nnc(C)o2)cc1,-1,1%,u,1%,9.3µM*,u,-2
CCC1(CC)C(=N)N(C)C(=O)NC1=O,-3,-2%,u,1%,15%,2%,-2
Cc1cc(C)n(CC(=O)N2N=C(C(F)F)CC2(O)C(F)F)n1 (configuration not stated),-3,1%,11%,1%,-5%,15%,11
CNC(=O)c1ncoc1-c1ccc(Cl)cc1,-1,-9%,50%[activator],-17%,34%[activator],-5%,23
O=C(O)CC1C(=O)NCCN1Cc1ccc(F)c(F)c1 (configuration not stated),6,1%,-14%,0%,-10%,5%,-9
O=C(Nc1ccc(S(=O)(=O)Nc2ccccc2)cc1)C1CC1,-3,-8%,-1%,0%,5%,u,-1
N=C1C(=O)OCC1c1ccccc1NC(=O)Nc1ccccc1 (configuration not stated),1,-1%,30%[activator],1%,15%,-6%,5
O=C(COC(=O)c1cncc(Br)c1)NCC12CC3CC(CC(C3)C1)C2,x,x,4%,-1%,15%,24%,x
CCOc1cc(C(=O)Nc2ccc3c4c(cccc24)C(=O)N3CC)cc(OCC)c1OCC,-2,1%,u,-7%,x,u,10
O=C(NCCCN1CCCC1=O)c1cccc(S(=O)(=O)Nc2ccccc2Cl)c1,x,x,u,0%,2%,20%,x
CCCCN(C)CCCNC(=O)c1cn(CC)c2ccc(S(=O)(=O)N3CCOCC3)cc2c1=O,2,-1%,u,0%,u,12%,20
NC(=O)Cc1ccc(C(=O)c2ccc(Cl)cc2)s1,46,10%,0%,3%,58%[activator],-1%,57*
CNc1nc2[nH]c(=O)c3c(c2s1)OC(N)=C(C#N)C3c1cccc(F)c1 (configuration not stated),10,4%,0%,0%,-8%,-3%,4
Cc1ccc(NC(=O)CN(C)Cc2nc3ccccc3c(=O)[nH]2)c(Br)c1,-3,6%,x,-8%,-3%,u,3
OCCN1CCN(CCCN2c3ccccc3C=Cc3ccccc32)CC1,-5,x,6µM*,8%&-7%,6.7µM*,x,-6
O=C(NC(=S)N1C[C@H]2C[C@H](C1)c1cccc(=O)n1C2)c1ccc(Cl)cc1,-1,-15%,u,-19%,u,8%,-5
COc1cccc(-c2c(NC(=O)c3ccco3)n(-c3ccc(C)cc3)nc(C)c2=O)c1,-8,3%,-4%,-6%,-10%,3%,-10
Nn1c(SCc2cc([N+](=O)[O-])cc3c2OCOC3)nnc1-c1ccccn1,-1,-1%,-16%,-6%,-22%,-7%,-4
COc1ccc(C2C(C(=O)N3CCC4(CC3)OCCO4)c3cc(OC)c(OC)cc3C(=O)N2C)cc1 (configuration not stated),4,2%,3%,6%,8%,18%&6%,1

# (more compounds)
SMILES,CHX counter,LmPK inhibitor,Pf growth 96h,TbPYK inhibitor,Pf growth 48h,HCV inh,Shiga toxin inh
CCOC(=O)C(NC(=O)CC)(Nc1ccc(S(=O)(=O)Nc2onc(C)c2C)cc1)C(F)(F)F (configuration not stated),-2,-3%,-22%,-12%,-17%,1%&13%,-7
O=C(NNS(=O)(=O)c1ccccc1)c1ccncc1,14,2%,15%,1%,22%,11%,33
CCc1ccccc1OCCCN1CCCC1,-4,-2%,11%,1%,-1%,10%,23
CCOC(=O)C1CCN(c2nc(-c3ccc(C)cc3)nc3ccccc23)CC1,-1,9%,u,2%,u,u,37
CSc1cccc(CN2CCC(CCC(=O)NC3CC3)CC2)c1,-1,-3%,-13%,1%,8%,2%,-5
CCOC(=O)Cc1csc(/N=C/c2c(O)n(-c3ccc(C)cc3C)c(=O)c3ccccc23)n1,16,-1%,-23%,-1%,-8%,1%,-15
CC(Sc1nnc(NC(=O)c2cc3ccccc3oc2=O)s1)c1ccccc1 (configuration not stated),-3,5%,23%,2%,26%,-4%,1
Cc1onc(-c2ccccc2)c1C(=O)NC(=S)NNC(=O)c1ccco1,9,1%,u,-7%,18%,9%,17
CCOC(=O)Cc1csc(NC(=S)NC(=O)c2ccccc2C)n1,1,-5%,u,-4%,u,-29%,-7
COC(=O)C1(C)NC(c2ccc(Cl)cc2)C2C(=O)N(c3ccccc3)C(=O)C21 (configuration not stated),-1,3%,u,5%,-19%,3%,-5
CNC(=O)CSc1nnc(-c2cccnc2)n1-c1ccc(C)cc1,-4,0%,-10%,1%,-1%,11%,-1
Cc1cc(NC(=O)C(C)Sc2nc(-c3ccccc3)cc(=O)[nH]2)no1 (configuration not stated),-6,-1%,u,6%,13%,4%,-13
O=c1cc(CSc2nc3cc(Cl)ccc3o2)nc2sccn12,-1,2%,12%,-2%,u,-4%,-12
O=C(NCCn1ccc2ccccc21)C1CCCCC1,18*,2%,-4%,4%,-8%,-1%,24*
CCOC(=O)c1sc(C)c(C(=O)NC2CCCCC2)c1N,1,6%,87%[activator],-8%,37%[activator],-13%,46
CC(C)S(=O)(=O)c1csc(NC(=O)Nc2ccc(Cl)cc2)c1,1,4%,10µM*,-4%,u,-14%,0
CCCCCC(=O)Nc1ccc(S(=O)(=O)Nc2cc(OC)nc(OC)n2)cc1,-2,4%,1%,0%,17%,24%,-8
Cc1cc(C)n(C(=O)CN2C(=O)c3ccccc3C2=O)n1,-2,-7%,31%,0%,18%,3%,-6
Cn1c(=S)[nH]c2cccnc21,1,0%,8.3µM*,-11%,15%,0%,-9
CCCCCCNC(=O)c1c(O)c2ccccc2[nH]c1=O,1,1%,u,-6%,28%,2%,-4
O=c1[nH]c2ccc(Cl)cc2c(O)c1-c1ccccc1,27*,-1%,-10%,0%,37%[activator],-20%,78*
COc1ccc(N)cc1-n1cnnn1,-4,0%[11.5 µM],44%[activator],-2%,6%,-7%,17
O=C(NN1CCOCC1)c1ccco1,x,x,-22%,-10%,-15%,23%,x
Cc1ccccc1S(=O)(=O)Cc1ccc(C(=O)NC(C)c2ccc3c(c2)OCCO3)o1 (configuration not stated),3,0%,-1%,2%,x,-14%,-13
Cc1cc(/C=N/n2cnnc2)c(C)n1-c1cc(Cl)ccc1Cl,-1,-1%,x,-18%,u,-27%,-8

# (further entries)
SMILES,CHX counter,LmPK inhibitor,Pf growth 96h,TbPYK inhibitor,Pf growth 48h,HCV inh,Shiga toxin inh
COc1ccc(N(CC(=O)NN=C2CCN(C)CC2)S(=O)(=O)c2ccccc2)c(OC)c1,10,0%,10%,-5%,-2%,6%,-6
O=C1C=C(c2cccc3c2oc2ccccc23)C[C@@H](c2ccc(F)cc2)C1,x,x,-18%,2%,2.3µM*,u,x
CSc1ccc(CN(C)C(=O)c2cccc(S(=O)(=O)NCc3ccccc3)c2)cc1,-8,-6%,0%,-1%,u,u,-15
COc1ccc(CN2C(=O)/C(=C/c3ccncc3)SC2=S)cc1,-7,5%,u,-9%,10%,u,-12
Cc1ccc(NC(=O)C(Cc2ccccc2)n2cccc2)cc1 (configuration not stated),9,1%,-13%,1%&-8%,-24%,-3%,46
CCC(=O)c1ccc(OCC(=O)N2CCN(c3ccccn3)CC2)cc1,-1,-1%,u,4%,-8%,17%,-2
Cc1ccccc1-n1c(SCc2c(C)noc2C)nnc1-c1ccncc1,-2,3%,u,-20%,u,u,-11
C=CCC(c1ccccc1)N(C(C)=O)c1ccco1 (configuration not stated),5,-2%,131%[activator],-2%,1%,17%,-8
O=C(CSc1nccn(-c2ccc(F)c(Cl)c2)c1=O)NC1CCCC1,x,x,10%,-10%,2%,33%[activator],x
O=C(Cn1ncc(Cl)c(Cl)c1=O)c1ccc(Cl)cc1,21*,2%,u,3%,-29%,2.8µM*,32*
CC12CS(=O)(=O)CC1SC(=S)N2c1ccccn1 (configuration not stated),1,0%,149%[activator],-1%,36%[activator],-2%,1
COc1ccc(-c2nc3ccccc3c(=O)n2-c2c(C)n(C)n(-c3ccccc3)c2=O)cc1,2,-2%,78%[activator],-6%,-6%,1%,11
O=C(Nc1ccccc1)c1cc([N+](=O)[O-])ccc1Cl,-3,1%,42%[activator],2%,44%[activator],u,-4
CC(=O)Nc1cccc(C(=O)/C=C/c2ccco2)c1,43*,-1%,u,-15%,u,7%,49*
Cc1cccn2c(=O)c3cc(C(=O)N4CCC5(CC4)OCCO5)n(C)c3nc12,-2,0%,u,6%,32%[activator],u,-7
O=C(CC(C(=O)O)c1cccc(Br)c1)c1ccc(Cl)cc1 (configuration not stated),-2,-2%,-9%,3%,6%,8%,1
O=C(COc1ccc(Cl)cc1)Nc1ccccc1Cl,49*,1%,u,0%,u,9%,76*
CCc1ccccc1NC1=CC(=O)CC(C)(C)C1,-1,-3%,1%,3%,39%[activator],10%,23
O=C(Cc1cccs1)Nc1nnc(SCc2ccc(Br)cc2)s1,-1,5%,24%,-4%,6%,7%,8
C=CCN(C(=O)c1cc(C)cc(C)c1)C1(C(=O)Nc2ccccc2)CCN(C(C)C)CC1,8,11%,u,3%,u,5%,12
c1coc(-c2nnc(SCc3nc4ccccc4[nH]3)o2)c1,8,-1%,x,-6%,-5%,8%,18
COc1cc(/C=C(\C#N)c2ccccn2)ccc1OCc1ccccc1,31*,-2%,u,1%,9.3µM*,u,77*
CCN(CC)CCNC(=O)/C(=N\O)c1ccccn1,-3,-7%,3%,5%,16%,14%,-25
COc1cccc(C(c2c(N)[nH]c(=S)[nH]c2=O)c2c(N)[nH]c(=S)[nH]c2=O)c1,-1,1%,u,-25%,u,-4%,-7
CCCCSc1nc2c(c(C(F)(F)F)c1C#N)CCC2,-2,0%,u,10%,x,3%,-3
COc1ccc2sc(-c3ccc(SC)cc3)c(C#CC(C)(C)O)c2c1,x,x,u,-19%,0%,2.8µM*,x
Nn1c(SCc2cn3ccsc3n2)nnc1-c1ccncc1,-5,7%,32%[activator],2%,16%,-18%,16
COc1cc(C(F)(F)F)c(C(=O)N(C)c2ccc(Cl)cc2)cn1,-4,5%,24%,-2%,8%,-26%,-8
CCOc1ccccc1NC(=S)/C(=C(\[O-])c1ccc2c(c1)OCCO2)[n+]1ccc(CC)cc1,7,-5%,2.3µM*,-2%,x,-18%,-14

# Reformatted with bars between the fields: three of the compounds above.
structure | CHX counter | LmPK inhibitor | Pf growth 96h | TbPYK inhibitor | Pf growth 48h | HCV inh | Shiga toxin inh
O=c1[nH]c2ccc(Cl)cc2c(O)c1-c1ccccc1 | 27* | -1% | -10% | 0% | 37%[activator] | -20% | 78*
COc1cc(/C=N/NC(=O)Nc2ccccc2)ccc1OCCOc1ccccc1C | -2 | 3% | -12% | -8% | -11% | -21% | -4
COc1ccc(CN2C(=O)/C(=C/c3ccncc3)SC2=S)cc1 | -7 | 5% | u | -9% | 10% | u | -12
